Source: PubChem
UCHL1 block: inhibitors of human UCHL1 deubiquitinase; purified UCHL1, Ub-rhodamine cleavage fluorescence; inhibition, % at 20 µM; 0.2% of 47,000 active; Ubiquitin carboxyl-terminal hydrolase isozyme L1 (Homo sapiens), P09936; AID 1645859, 2021
USP28 block: inhibitors of human USP28 deubiquitinase; Ubiquitin carboxyl-terminal hydrolase 28 (Homo sapiens), Q96RU2; purified USP28, Ub-rhodamine cleavage fluorescence, 30 min; inhibition, % at 25 µM; 3% of 47,000 active; AID 1645857, 2021
OTUD3 block: inhibitors of human OTUD3 deubiquitinase; OTU domain-containing protein 3 (Homo sapiens), Q5T2D3; purified OTUD3, Ub-rhodamine fluorescence, 2 h; inhibition, % at 25 µM; 0.7% of 47,000 active
USP10 inh: inhibitors of human USP10 deubiquitinase; purified USP10, Ub-rhodamine fluorescence, 60 min; inhibition, % at 20 µM; 1.1% of 47,000 active
USP8 block: inhibitors of human USP8 deubiquitinase. Ubiquitin carboxyl-terminal hydrolase 8 (Homo sapiens), P40818. purified USP8, Ub-rhodamine cleavage fluorescence, 30 min. inhibition, % at 20 µM. 4.2% of 47,000 active. AID 1645853, 2021
Target sequence (P40818 whole entry, looked up): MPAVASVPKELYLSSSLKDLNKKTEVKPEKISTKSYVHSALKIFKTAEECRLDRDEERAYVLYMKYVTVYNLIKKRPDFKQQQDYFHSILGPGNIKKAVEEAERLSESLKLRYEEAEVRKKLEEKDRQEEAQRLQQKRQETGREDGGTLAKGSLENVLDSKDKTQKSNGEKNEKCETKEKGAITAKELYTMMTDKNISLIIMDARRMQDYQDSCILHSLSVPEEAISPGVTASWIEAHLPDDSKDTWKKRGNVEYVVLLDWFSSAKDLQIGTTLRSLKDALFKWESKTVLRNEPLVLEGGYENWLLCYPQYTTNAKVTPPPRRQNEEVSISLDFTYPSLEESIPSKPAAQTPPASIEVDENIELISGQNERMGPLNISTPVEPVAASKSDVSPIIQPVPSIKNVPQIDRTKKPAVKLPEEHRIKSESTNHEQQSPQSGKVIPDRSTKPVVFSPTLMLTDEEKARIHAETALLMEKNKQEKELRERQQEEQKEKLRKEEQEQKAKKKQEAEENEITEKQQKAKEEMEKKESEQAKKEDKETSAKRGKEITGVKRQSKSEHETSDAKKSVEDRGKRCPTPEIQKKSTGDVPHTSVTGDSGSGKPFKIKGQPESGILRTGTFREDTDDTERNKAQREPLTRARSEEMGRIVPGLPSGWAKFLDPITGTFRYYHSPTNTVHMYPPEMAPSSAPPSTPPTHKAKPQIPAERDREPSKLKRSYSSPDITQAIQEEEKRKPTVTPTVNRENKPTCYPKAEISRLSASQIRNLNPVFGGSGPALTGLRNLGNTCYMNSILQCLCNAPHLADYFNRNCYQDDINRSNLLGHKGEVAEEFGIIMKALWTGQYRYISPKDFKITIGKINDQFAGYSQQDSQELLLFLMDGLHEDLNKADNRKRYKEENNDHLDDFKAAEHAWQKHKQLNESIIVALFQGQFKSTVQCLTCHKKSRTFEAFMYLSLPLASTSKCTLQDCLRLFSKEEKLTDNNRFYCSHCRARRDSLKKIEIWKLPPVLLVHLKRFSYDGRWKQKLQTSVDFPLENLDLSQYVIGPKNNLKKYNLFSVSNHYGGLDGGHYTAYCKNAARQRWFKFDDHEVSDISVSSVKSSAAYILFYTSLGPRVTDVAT
USP17 block: inhibitors of human USP17 deubiquitinase | Ubiquitin carboxyl-terminal hydrolase 17-like protein 5 (Homo sapiens), A8MUK1 | purified USP17, Ub-rhodamine cleavage fluorescence, 3 h | inhibition, % at 50 µM | 6.5% of 47,000 active | AID 1645855, 2021
USP7 block: inhibitors of human USP7 deubiquitinase. Ubiquitin carboxyl-terminal hydrolase 7 (Homo sapiens), Q93009. purified USP7, Ub-rhodamine cleavage fluorescence. inhibition, % at 20 µM. 0.3% of 47,000 active
USP30 inh: inhibitors of human USP30 deubiquitinase; Ubiquitin carboxyl-terminal hydrolase 30 (Homo sapiens), Q70CQ3; purified USP30, Ub-rhodamine cleavage fluorescence; inhibition, % at 25 µM; 5.3% of 47,000 active
* = called active by the depositor. Cut-off read from the data, not from the text of the source: active = inhibition above about 30%; inactive = the rest. A portion of the library; rates above refer to the full screens.

How did CC(=O)N[C@@H]1[C@H]2[C@@H]3CCN2C[C@H]1O3 do in these assays?
UCHL1 block: 0; USP28 block: 5; OTUD3 block: 17; USP10 inh: 1; USP8 block: 4; USP17 block: 13; USP7 block: 3; USP30 inh: 19

How did Cc1ccc(-n2c(/C=C/c3cccs3)nc3ccccc3c2=O)cc1 do in these assays?
UCHL1 block: 6; USP28 block: 19; OTUD3 block: 16; USP10 inh: 6; USP8 block: 19; USP17 block: 7; USP7 block: 0; USP30 inh: 30

What do the screens show for `CC[C@@H]1[C@@H](O)N2C3C[C@H]1C1[C@@H](O)[C@]4(C[C@@H]12)c1ccccc1N(C)C34` (stereo not given in full)?
UCHL1 block: 0; USP28 block: -12; OTUD3 block: -8; USP10 inh: 3; USP8 block: 2; USP17 block: -7; USP7 block: 1; USP30 inh: -15

What do the screens show for `Clc1ccccc1C1NCc2ccccc2-n2cccc21` (stereo not given)?
UCHL1 block: -1; USP28 block: -7; OTUD3 block: -12; USP10 inh: 0; USP8 block: -12; USP17 block: -16; USP7 block: -6; USP30 inh: -15

What do the screens show for `O=C(Cc1ccccc1)N1CCN(CC2CC3C=CC2C3)CC1` (stereo not given)?
UCHL1 block: 1; USP28 block: 8; OTUD3 block: 19; USP10 inh: 1; USP8 block: 20; USP17 block: 14; USP7 block: 2; USP30 inh: 20

Results for Cc1cc(C)n2nc(C3=CCN(CC(=O)O)CC3)cc2n1 ?
UCHL1 block: 0; USP28 block: -63; OTUD3 block: -50; USP10 inh: -3; USP8 block: -32; USP17 block: -86; USP7 block: 0; USP30 inh: -233

What do the screens show for `O=c1c2cc([N+](=O)[O-])ccc2nc(CN2CCC(O)CC2)n1-c1ccccc1F`?
UCHL1 block: 1; USP28 block: 0; OTUD3 block: 9; USP10 inh: 0; USP8 block: -18; USP17 block: 6; USP7 block: -81; USP30 inh: -5

Results for O=C(COC(=O)C(O)(c1ccccc1)c1ccccc1)c1ccc2c(c1)OCCO2 ?
UCHL1 block: 3; USP28 block: 25; OTUD3 block: 8; USP10 inh: 0; USP8 block: 3; USP17 block: 0; USP7 block: 2; USP30 inh: -7

What do the screens show for `CN=C(N)NCCC/C=C/CCC[C@H](C)C[C@H](C)C1OC(=O)C(C)C(O)/C=C/C(C)C(O)CC(O)C(C)C(O)CCC(C)C(O)CC2(O)OC(CC(OC(=O)CC(=O)O)CC(O)CC(O)C(C)C(O)/C=C/C=C/C1C)CC(O)C2O` (stereo not given in full)?
UCHL1 block: 5; USP28 block: 34*; OTUD3 block: -14; USP10 inh: -2; USP8 block: 6; USP17 block: 32*; USP7 block: -13; USP30 inh: 11

Results for Cc1ccc2c(c1)-c1onc(C(=O)N3CCC4(CC3)OCCO4)c1CO2 ?
UCHL1 block: 4; USP28 block: 0; OTUD3 block: 9; USP10 inh: 4; USP8 block: 5; USP17 block: -13; USP7 block: -21; USP30 inh: 4

What do the screens show for `Cc1nn(C2CCCCC2)c2c1C(c1ccc(F)cc1)SCC(=O)N2` (stereo not given)?
UCHL1 block: 2; USP28 block: 11; OTUD3 block: 13; USP10 inh: 2; USP8 block: -241; USP17 block: -9; USP7 block: 3; USP30 inh: 14

Results for CC1CC(C)CC(C)C(O)/C(C#N)=C/C=C\CC(C2CCCC2C(=O)O)OC(=O)CC(O)C(C)C1 (stereo not given) ?
UCHL1 block: -5; USP28 block: -6; OTUD3 block: -15; USP10 inh: 0; USP8 block: -2; USP17 block: 7; USP7 block: -5; USP30 inh: -1

What do the screens show for `O=C(N[C@@H]1CN2CCC1CC2)c1cccc2[nH]cnc12`?
UCHL1 block: 0; USP28 block: -2; OTUD3 block: 2; USP10 inh: 0; USP8 block: 6; USP17 block: 7; USP7 block: 1; USP30 inh: -6

How did O=C1CCC[C@]2(CNC[C@H]2c2ccccc2)N1 do in these assays?
UCHL1 block: 1; USP28 block: 6; OTUD3 block: 12; USP10 inh: 0; USP8 block: -6; USP17 block: 7; USP7 block: 4; USP30 inh: 17

Results for c1cc(-c2nccc(CN3CCCC4(CCCCC4)C3)n2)ccn1 ?
UCHL1 block: 1; USP28 block: 7; OTUD3 block: 22; USP10 inh: 0; USP8 block: 37*; USP17 block: 14; USP7 block: -1; USP30 inh: 24

How did C=CC(C)(C)C12C=C(OC)C(=O)N3/C(=C/c4cnc[nH]4)C(=O)NC31N(OC)c1ccccc12 (stereo not given) do in these assays?
UCHL1 block: -23; USP28 block: -40; OTUD3 block: -52; USP10 inh: -12; USP8 block: -110; USP17 block: -40; USP7 block: -26; USP30 inh: -229

Results for CN1CC[C@@H]2[C@H](C1)CN2C(=O)Nc1ccc(Cl)cc1 ?
UCHL1 block: 0; USP28 block: -5; OTUD3 block: -6; USP10 inh: 0; USP8 block: -5; USP17 block: -11; USP7 block: -4; USP30 inh: -2

Results for C=C/C(C)=C/[C@H](C)C(=O)C[C@H](O)CC1CC(=O)NC(=O)C1 ?
UCHL1 block: 0; USP28 block: -7; OTUD3 block: -2; USP10 inh: -10; USP8 block: -30; USP17 block: -41; USP7 block: 4; USP30 inh: -103

What do the screens show for `O=C(c1ccccc1F)c1cc(Cl)ccc1NC(=O)C1CCCO1` (stereo not given)?
UCHL1 block: 3; USP28 block: 21; OTUD3 block: 12; USP10 inh: 2; USP8 block: 24; USP17 block: 18; USP7 block: -152; USP30 inh: 18

What do the screens show for `C[C@@H]1C[C@@H]([C@H](O)CC2CC(=O)NC(=O)C2)C(=O)[C@@H](C)C1`?
UCHL1 block: -1; USP28 block: -3; OTUD3 block: -2; USP10 inh: 3; USP8 block: 5; USP17 block: 1; USP7 block: 4; USP30 inh: 9

Pulled by structure from above (6):
Results for CC1CC(C)CC(C)C(O)/C(C#N)=C/C=C\CC(C2CCCC2C(=O)O)OC(=O)CC(O)C(C)C1 (stereo not given) ?
UCHL1 block: -5; USP28 block: -6; OTUD3 block: -15; USP10 inh: 0; USP8 block: -2; USP17 block: 7; USP7 block: -5; USP30 inh: -1

What do the screens show for `Clc1ccccc1C1NCc2ccccc2-n2cccc21` (stereo not given)?
UCHL1 block: -1; USP28 block: -7; OTUD3 block: -12; USP10 inh: 0; USP8 block: -12; USP17 block: -16; USP7 block: -6; USP30 inh: -15

How did O=C1CCC[C@]2(CNC[C@H]2c2ccccc2)N1 do in these assays?
UCHL1 block: 1; USP28 block: 6; OTUD3 block: 12; USP10 inh: 0; USP8 block: -6; USP17 block: 7; USP7 block: 4; USP30 inh: 17

Results for CN1CC[C@@H]2[C@H](C1)CN2C(=O)Nc1ccc(Cl)cc1 ?
UCHL1 block: 0; USP28 block: -5; OTUD3 block: -6; USP10 inh: 0; USP8 block: -5; USP17 block: -11; USP7 block: -4; USP30 inh: -2

What do the screens show for `Cc1nn(C2CCCCC2)c2c1C(c1ccc(F)cc1)SCC(=O)N2` (stereo not given)?
UCHL1 block: 2; USP28 block: 11; OTUD3 block: 13; USP10 inh: 2; USP8 block: -241; USP17 block: -9; USP7 block: 3; USP30 inh: 14

What do the screens show for `CC[C@@H]1[C@@H](O)N2C3C[C@H]1C1[C@@H](O)[C@]4(C[C@@H]12)c1ccccc1N(C)C34` (stereo not given in full)?
UCHL1 block: 0; USP28 block: -12; OTUD3 block: -8; USP10 inh: 3; USP8 block: 2; USP17 block: -7; USP7 block: 1; USP30 inh: -15

(more compounds)
How did COC(C)C(O)(C(=O)OCC1=CCN2CC[C@H](O)[C@@H]12)C(C)C (stereo not given in full) do in these assays?
UCHL1 block: 4; USP28 block: -1; OTUD3 block: 0; USP10 inh: 2; USP8 block: 14; USP17 block: 9; USP7 block: 3; USP30 inh: 20

How did NC(=O)CCN1CCC2(CC1)OC(=O)N(Cc1ccccc1)c1ccccc12 do in these assays?
UCHL1 block: -2; USP28 block: 0; OTUD3 block: 0; USP10 inh: -4; USP8 block: 9; USP17 block: -3; USP7 block: -33; USP30 inh: -20

How did COc1ccc2c(c1O)-c1c(O)c(OC)cc3c1C(C2)N(C)CC3 (stereo not given) do in these assays?
UCHL1 block: -163; USP28 block: -186; OTUD3 block: -140; USP10 inh: -10; USP8 block: -344; USP17 block: -176; USP7 block: -142; USP30 inh: inactive

How did CN(C)C(=O)CN1CCO[C@@H]2CC(COc3ccccn3)C[C@H]21 (stereo not given in full) do in these assays?
UCHL1 block: 0; USP28 block: -7; OTUD3 block: -3; USP10 inh: 2; USP8 block: -71; USP17 block: -34; USP7 block: -9; USP30 inh: -5

What do the screens show for `O=C(CNC(=O)OCc1ccccc1)Nc1ccc(Br)cc1C(=O)c1ccccc1Cl`?
UCHL1 block: -1; USP28 block: -2; OTUD3 block: 14; USP10 inh: 25; USP8 block: 1; USP17 block: 77*; USP7 block: 3; USP30 inh: -6

What do the screens show for `CON1C(=O)C2NC(=O)C13Oc1cc(O)c(Cl)cc1C3SS2` (stereo not given)?
UCHL1 block: -15; USP28 block: 1; OTUD3 block: 5; USP10 inh: -5; USP8 block: -93; USP17 block: -18; USP7 block: -7; USP30 inh: 28

What do the screens show for `CN1C[C@@H]2C[C@H](NC(=O)c3ccncc3)CN2Cc2ccccc21`?
UCHL1 block: 1; USP28 block: -1; OTUD3 block: 7; USP10 inh: -3; USP8 block: -9; USP17 block: -3; USP7 block: -2; USP30 inh: -17

Results for COCCNC(=O)[C@H]1CN2CCC1C[C@@H]2Cn1cc(-c2ccc(OC)cc2)nn1 (stereo not given in full) ?
UCHL1 block: -1; USP28 block: -6; OTUD3 block: -5; USP10 inh: 0; USP8 block: -1; USP17 block: -22; USP7 block: 6; USP30 inh: -11

Results for Cc1nc(-c2ccncc2)nc2c1CC(=O)N2CCN1CCOCC1 ?
UCHL1 block: -16; USP28 block: -228; OTUD3 block: -169; USP10 inh: -9; USP8 block: -324; USP17 block: -144; USP7 block: -20; USP30 inh: inactive

What do the screens show for `Cc1c(CC(=O)N2CCN(C)CC2)c(=O)oc2cc(O)c(Cl)cc12`?
UCHL1 block: -7; USP28 block: -16; OTUD3 block: -18; USP10 inh: -12; USP8 block: -23; USP17 block: -35; USP7 block: -8; USP30 inh: -54

Results for Cn1nc(-c2ccco2)cc1[C@H]1CN2CC[C@H]1C[C@@H]2CNC(=O)Nc1cccc(C#N)c1 ?
UCHL1 block: -4; USP28 block: -9; OTUD3 block: -14; USP10 inh: -2; USP8 block: -8; USP17 block: 26; USP7 block: -27; USP30 inh: -17

Results for Cc1cccc(OCC(=O)N2CCN(Cc3nc4cc(C(=O)N(C)C)ccc4n3C)CC2)c1 ?
UCHL1 block: 3; USP28 block: 8; OTUD3 block: 12; USP10 inh: -2; USP8 block: 16; USP17 block: 11; USP7 block: 5; USP30 inh: 15

Results for Cc1cc(Cl)ccc1NC(=O)CCc1nc(C2=CCN(C)CC2)no1 ?
UCHL1 block: -8; USP28 block: -41; OTUD3 block: -27; USP10 inh: -9; USP8 block: -18; USP17 block: -34; USP7 block: -14; USP30 inh: -42

How did O=C(c1ccc(Cl)cc1)N1CCCN(c2nc3ccc(Cl)cc3s2)CC1 do in these assays?
UCHL1 block: 2; USP28 block: -15; OTUD3 block: -12; USP10 inh: -2; USP8 block: -17; USP17 block: -11; USP7 block: -134; USP30 inh: -8

How did COCc1cc(C2SCC(=O)Nc3c2c(-c2ccccc2)nn3-c2ccccc2)ccc1OC (stereo not given) do in these assays?
UCHL1 block: 5; USP28 block: 4; OTUD3 block: -6; USP10 inh: -1; USP8 block: -17; USP17 block: 5; USP7 block: 3; USP30 inh: 5
